MLLE-PAM2 inh: inhibitors of microRNA-mediated deadenylation, human PABP1 MLLE binding; P11940; GST-MLLE / FITC-PAM2 fluorescence polarization; inhibition, % at 20 µM; 0.36% of 360,000 active; in the data active means inhibition above about 35%, passing the limit was not always enough;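 further: plate controls were DMSO wells with GST-MLLE for no effect and wells lacking GST-MLLE protein for full effect; some results filed as inactive read as strong as hits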
eLon inh: E. coli protease La inhibition; P0A9M0; purified E. coli Lon protease, fluorescence polarization; 0.42% of 360,000 active; inhibition, % at 7.94 µM; in the data active means inhibition above about 13%, passing the limit was not always enough;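 further: 0% = enzyme with probe and DMSO and 100% = no enzyme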
CendR NRP1 mod: modulators of CendR peptide binding to human neuropilin-1; FAM-RPARPAR peptide binding to NRP-1, fluorescence polarization; inhibition, % at 25 µM; AID 602438; 0.85% of 360,000 active;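 active means inhibition or corrected inhibition above about 18%, plus a signal ratio from 0.5 to 1.5, limit read from the data, passing the limit was not always enough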; further: strong numbers were not always called active
Target sequence (O14786 whole entry, looked up): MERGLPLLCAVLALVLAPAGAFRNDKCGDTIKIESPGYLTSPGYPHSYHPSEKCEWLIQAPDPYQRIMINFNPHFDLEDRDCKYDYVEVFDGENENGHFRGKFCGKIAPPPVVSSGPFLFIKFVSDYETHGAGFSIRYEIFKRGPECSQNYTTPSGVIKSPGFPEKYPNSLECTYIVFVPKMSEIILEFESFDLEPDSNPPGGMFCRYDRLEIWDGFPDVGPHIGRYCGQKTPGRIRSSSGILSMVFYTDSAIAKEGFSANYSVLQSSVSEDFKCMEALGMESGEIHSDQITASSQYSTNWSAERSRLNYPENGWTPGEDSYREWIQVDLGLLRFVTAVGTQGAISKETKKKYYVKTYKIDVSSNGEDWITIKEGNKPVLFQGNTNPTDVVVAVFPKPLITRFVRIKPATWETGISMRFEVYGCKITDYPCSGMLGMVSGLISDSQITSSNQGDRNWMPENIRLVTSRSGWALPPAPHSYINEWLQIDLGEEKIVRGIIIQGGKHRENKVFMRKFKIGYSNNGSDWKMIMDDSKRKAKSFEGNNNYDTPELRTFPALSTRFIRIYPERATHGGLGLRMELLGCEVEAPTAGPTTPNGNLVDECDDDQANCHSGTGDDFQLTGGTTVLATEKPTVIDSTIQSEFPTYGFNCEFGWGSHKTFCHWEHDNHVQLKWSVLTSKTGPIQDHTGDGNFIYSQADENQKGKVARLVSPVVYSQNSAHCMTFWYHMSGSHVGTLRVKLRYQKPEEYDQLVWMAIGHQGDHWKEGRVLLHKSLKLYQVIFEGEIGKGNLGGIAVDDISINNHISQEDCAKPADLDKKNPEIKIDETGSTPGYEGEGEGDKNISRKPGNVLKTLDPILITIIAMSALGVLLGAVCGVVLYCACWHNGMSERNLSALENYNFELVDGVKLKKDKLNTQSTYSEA
Rin1 Abl inh: blocks binding of human Rin1 to Abl; TR-FRET Rin1/Abl binding, biochemical; inhibition, % at 7.35 µM; 0.4% of 360,000 active; in the data active means inhibition above about 5%, passing the limit was not always enough
SKN-1 block: inhibitors of C. elegans SKN-1; 0.49% of 360,000 active; inhibition, % at 21.8 µM; C. elegans VP596 Pgst-4::GFP/RFP ratio, acrylamide-induced, 24 h;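 active means interference check ratio from 0.5 to 1.5 plus GFP to RFP signal ratio inhibition reaching or exceeding a fixed threshold, cut at about 30% in these data, passing the limit was not always enough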; further: some compounds called inactive have numbers as strong as hits
bovine MsrA act: bovine methionine sulfoxide reductase A activation. purified bovine MsrA, absorbance read-out. activation, % at 10.6 µM. 0.3% of 360,000 active. AID 602163; in the data active means activation above about 7.5%;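 further: 0% = vehicle and 100% = reference activator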
Neddylation inh: inhibitors of human cullin neddylation; 0.58% of 360,000 active; P61081+Q13564; calls only at 25 µM; AID 651699; TR-FRET cullin neddylation, biochemical; in the data active means inhibition above about 36%
MT1-MMP act inh: blocks activation of human MT1-MMP; P50281; HT1080 RFP-PRO-GFP cells, GFP/RFP ratio fluorescence, overnight; percent of plate control window, DMSO zero; GFP/RFP ratio change, % at 20 µM; 0.061% of 360,000 active; AID 651647;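 active means GFP/RFP ratio change of at least 30% with cell ATP level not reduced by more than half and red fluorescence within 50% of control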; further: strong numbers were not always called active
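Test system: HT1080 cells expressing an RFP-PRO-GFP fluorescent reporter construct / Compound dosing: single-point 20 µM compound, 1% DMSO / Schedule: cells overnight before dosing, compound overnight, 37 °C, 5% CO2 / Evaluation: GFP/RFP fluorescence ratio / Control set: DMSO and RFP-L50D-GFP cell wells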
FAS TE block: FAS thioesterase (human) inhibition. P49327. recombinant FAS-TE, OMFH fluorogenic substrate, fluorescence endpoint. inhibition, % at 15 µM. 0.67% of 360,000 active. AID 602261;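 active means compounds whose normalised, plate-corrected inhibition of enzyme fluorescence in the single-dose primary screen is 50% or more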;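 further: 0% = DMSO with enzyme and 100% = substrate without enzyme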
Starred values were filed as active, the others as inactive; i = inactive; . = no result given.

SMILES	MLLE-PAM2 inh	eLon inh	CendR NRP1 mod	Rin1 Abl inh	SKN-1 block	bovine MsrA act	Neddylation inh	MT1-MMP act inh	FAS TE block
COc1ccc(OC)c(NC(=S)N2CCN(C(=O)C3CCCO3)CC2)c1 (centres undefined)	-5	-13	-12	7	2	-1	i	-1	-4
c1ccc2c(c1)NCC1CCCN21 (centres undefined)	8	-15	-24	-9	-3	-1	i	-13	-6
Cc1ccc(S(=O)(=O)N2CCC(C(=O)OCC(=O)Nc3cc(S(C)(=O)=O)ccc3Cl)CC2)cc1C	8	-5	-1	0	-1	3	i	1	12
COc1cccc(-c2c(C(=O)N/N=C/c3ccc(C)o3)nnn2-c2nonc2N)c1	12	5	-9	3	18	-5	i	0	-2
COC(=O)c1ccc2c(=O)[nH]c(CN3c4ccccc4CC3C)nc2c1 (centres undefined)	9	-1	-12	-3	-16	3	i	-2	3
CCn1cnc2cc(NC(=O)c3ccco3)ccc21	-1	3	14	2	-19	-1	i	0	-2
O=C(NCc1ccc2c(c1)OCO2)c1ccc(S(=O)(=O)N2CCCCC2)cc1	-2	-9	-16	4	3	1	i	-1	2
CCN(CC)CCN(C(=O)CCS(=O)(=O)c1ccccc1)c1nc2cc(C)cc(C)c2s1	-8	8	-9	1	14	-3	i	-2	3
O=S(=O)(NCC(Nc1ccc(Cl)cc1)c1ccccc1)c1ccccc1 (centres undefined)	-1	-4	-6	-4	4	-4	i	-1	24
Cc1ccccc1C(=O)NC(=S)NCc1cccnc1	-1	-1	-2	1	0	-7	i	-4	-9
Cn1c(=O)c2c(SCC(=O)N3CCOCC3)nc(-c3ccccc3Cl)nc2n(C)c1=O	1	-11	-5	5	2	-2	i	-4	3
O=C(Nc1ccc(NC(=S)NC(=O)c2ccco2)cc1)c1ccccc1	19	-1	12	-1	1	-4	i	1	4
CN(C)CCN(Cc1cc2cc3c(cc2[nH]c1=O)OCCO3)C(=S)NCC1CCCO1 (centres undefined)	-114	-3	-2	0	-4	-4	i	1	-4
O=C(O)C1Cc2[nH]cnc2C(c2ccc(F)cc2)N1 (centres undefined)	10	-4	0	2	-1	-3	i	0	-13
CCCNC(=O)Cn1cnc2sc(C(=O)N3CCCC(C(=O)OCC)C3)c(C)c2c1=O (centres undefined)	2	6	-2	1	-40	2	i	11	-7
c1ccc(-c2cc(-c3ccccc3)n3ncnc3n2)cc1	-7	-2	-7	2	5	-4	i	-6	2
O=C1c2cccc3cc(Br)cc(c23)C(=O)N1Nc1ccccc1	8	2	12	-3	-21	-15	i	-16	18
Cc1ccc(S(=O)(=O)Oc2ccc(/C=C(/NC(=O)c3ccccc3)C(=O)NCCC(=O)O)cc2)cc1	6	-8	5	2	-5	0	i	2	-1
CCCN1C(=O)c2ccc(C(=O)Nc3ccccc3C(=O)O)cc2C1=O	-6	-1	9	0	-4	-2	i	1	-4
COCCN(C(=O)COC(=O)c1ccccc1Oc1ccccc1)c1c(N)n(Cc2ccccc2)c(=O)[nH]c1=O	-11	3	8	0	-10	-7	i	-7	-2
C=CCSc1nc(C)cc(C(=O)OCC)c1C#N	5	-1	-6	-2	-8	-2	i	-1	24
COC(=O)C=C1CCC2C3CCC4=CC(=O)CCC4(C)C3C(=O)CC12C (centres undefined)	1	-9	19	4	21	7	i	-3	3
CCC(=O)Nc1ccc(C(=O)Nc2cccc(OC)c2)cc1	-2	-5	-7	1	-11	-4	i	0	-1
Cc1c(NS(=O)(=O)CC23CCC(CC2=O)C3(C)C)c(=O)n(-c2ccccc2)n1C (centres undefined)	5	-1	-6	-5	-1	-1	i	0	-9
O=C(COC(=O)c1ccc2ccccc2c1O)Nc1ccccc1	1	1	0	5	-8	-10	i	3	0
New compounds follow:
SMILES	MLLE-PAM2 inh	eLon inh	CendR NRP1 mod	Rin1 Abl inh	SKN-1 block	bovine MsrA act	Neddylation inh	MT1-MMP act inh	FAS TE block
Cc1ccc(S(=O)(=O)N2CCC(C(=O)OCC(=O)NC(C)c3ccc(F)cc3)CC2)cc1C (centres undefined)	-9	1	-12	3	13	1	i	-2	17
O=C1N(Cc2cccc(Cl)c2)C[C@@H]2C[C@@H](c3ccco3)N3CCC[C@@]123	0	-10	-7	0	12	-2	i	-12	-9
COc1ccc(-c2nc(CS(=O)CC(=O)NC3CCCC3)c(C)o2)cc1OC (centres undefined)	4	1	7	6	-9	-4	i	2	-5
Cc1ccccc1-n1c(SCC(=O)Nc2ccccc2)nc2nc3c(cc2c1=O)CCCC3	-17	-12	-15	1	-1	-7	i	-2	21
CCCCC(=O)Nc1cc(NC(=O)CC)ccc1Cl	7	-1	7	-4	-4	-2	i	-2	-4
O=C(N/N=C/c1ccccc1C(=O)O)c1ccncc1	-4	4	-3	2	-6	-5	i	-2	-5
O=C(COC(=O)c1ccco1)NCc1cccs1	3	3	9	3	-6	0	i	5	-7
CCOc1ccccc1C(=O)Nc1ccsc1C(=O)OC	3	-2	-9	-5	5	-4	i	-10	22
COc1ccc(C(=O)NC(=S)NC(C)c2ccccc2)cc1 (centres undefined)	25	7	16	-1	-7	-7	i	8	35
CCOc1ccc2nc(SC(CC)C(=O)Nc3cc(C)on3)sc2c1 (centres undefined)	-8	-5	0	-1	-17	-8	i	4	3
COc1ccc(C2=NN(C3=NN=C(N)Cc4ncnn43)C(O)(C(F)(F)F)C2)cc1 (centres undefined)	4	4	3	5	-14	-6	.	-3	-10
C=CCNC(=O)c1onc(CSc2ccc(F)cc2)c1C(=O)O	1	3	5	4	-14	-13	i	.	-7
O=C(NC(c1ccccc1)c1ccsc1)C1CCN(Cc2ccc(Oc3ccccc3)cc2)CC1 (centres undefined)	11	-1	-2	3	12	-4	i	4	14
COc1cc(C)c(COc2ncnc3ccccc23)cc1OC	8	3	6	2	13	-1	i	-3	-4
Cc1cc(C(=O)O)ccc1-n1c(C)cc(/C=C2\SC(=O)NC2=O)c1C	-12	2	-48	4	0	-3	i	6	-3
O=c1ccccn1CCOc1ccc(Cl)cc1	7	8	21	0	-3	-4	i	1	-5
COc1ccc(-n2nnnc2SCC(=O)c2ccc3c(c2)OCCO3)c(OC)c1	-18	-2	5	2	-1	-4	i	5	-73
Cc1ccc(NC(N)=S)cc1	-67	9	-2	3	-4	-9	i	3	-11
Cc1cc(C(=O)C(=O)O)c(C)n1-c1ccc(Cl)cc1	16	-6	6	3	-7	-7	i	0	-4
CCn1cc(SCC(=O)NCc2ccc3c(c2)OCO3)c2ccccc21	-3	-9	-1	-1	-11	-2	i	0	1
C/C(=N\NS(=O)(=O)c1cccc([N+](=O)[O-])c1)c1cccnc1	35	6	5	-3	-6	-3	i	2	-3
O=C(Nc1c(Cl)cccc1Cl)c1cc(=O)n(Cc2ccccc2)c(=O)[nH]1	-7	-2	-11	-3	-3	0	i	4	-5
CCSc1ccccc1C(=O)NCc1ccc(OC)cc1	12	-11	6	-3	3	-4	i	-2	-3
C[C@H](c1ccccc1)N1C[C@H](COCc2ccccc2)Oc2cc(N3CC[C@@H](N(C)C)C3)ccc2S1(=O)=O	.	-1	4	.	2	-1	i	0	21
Cc1ccc(/C=C/C(=O)Nc2cc(S(=O)(=O)N3CCCCCC3)ccc2OCC(F)(F)F)o1	-12	-4	-4	0	12	-3	i	3	25
Further records
SMILES	MLLE-PAM2 inh	eLon inh	CendR NRP1 mod	Rin1 Abl inh	SKN-1 block	bovine MsrA act	Neddylation inh	MT1-MMP act inh	FAS TE block
CC(C)(C)NC(=O)CSc1nnc(C2CC2)n1-c1ccccc1	5	6	3	-2	-4	-2	i	1	-5
O=C(CCCN1C(=O)c2cccnc2C1=O)Nc1ccc(F)cc1Cl	2	-3	9	0	-24	-2	i	-2	-2
O=C(NNc1ccccc1[N+](=O)[O-])Nc1cccc(Cl)c1	1	10	2	-1	12	-5	i	4	9
NNC(=O)CNC(=O)c1ccc(F)cc1	6	0	6	1	0	-4	i	-3	-7
O=C(Nc1ccc(NC(=O)C2CC2)cn1)c1ccccc1Cl	2	-1	-3	1	9	-2	i	8	-11
O=C(N/N=C/c1cccc(O)c1)c1ccc(-n2cnnn2)cc1	2	0	-6	-4	0	-1	i	2	1
Cc1nn2c(=O)cc(COC(=O)c3c(F)cccc3Cl)nc2s1	6	-5	-7	-1	-11	-9	i	1	6
CCOC(=O)C1CCCN(c2ncnc3c2cnn3-c2ccc(OC)cc2)C1 (centres undefined)	-2	4	-22	4	-7	-3	i	4	7
CN(Cc1ccccc1)c1ncnc2c1cnn2-c1ccccc1	-8	6	-3	2	16	-1	i	1	8
COC(=O)C1=C(C)N(Cc2ccco2)C(=O)N[C@@H]1c1ccccc1	4	4	9	0	-7	-6	i	-1	-2
CCC(=Nc1ccc(N)cc1)C1=C(O)C(C(=O)OC)C(C)(C)CC1=O (centres undefined)	17	20*	0	5	28	-1	i	27	-8
OC[C@@H]1[C@@H](c2ccccc2)C(c2ccc(F)cc2)=NN1c1ccccc1	-14	-6	-19	1	14	1	.	-4	21
COc1cccc(CN2CCC(C(=O)N3CCN(c4ccccc4F)CC3)CC2)c1	-1	-4	-1	-2	15	-5	i	14	-6
COc1ccccc1CN(Cc1cc2cc(C)ccc2[nH]c1=O)Cc1nnnn1CC1CCCO1 (centres undefined)	20	-5	8	0	-1	-4	i	-5	0
O=C(CCCn1nnc2ccccc2c1=O)N[C@H](C(=O)O)c1ccccc1	-3	1	4	-2	8	-1	i	-5	-4
CC1(C(=O)NS(=O)(=O)c2ccc(Cl)cc2)CCN1C(=O)Cc1cccc2ccccc12 (centres undefined)	11	-13	-10	-3	16	-1	i	1	-9
Cc1ccc(S(=O)(=O)N2CCN(C(=O)CCn3cncn3)CC2)cc1C	-1	7	-8	1	5	-1	i	3	-3
NC(=S)N/N=C1\CCOc2ccc(F)cc21	-4	-3	-4	0	6	-5	i	0	-3
O=C(CCN1CCOCC1)N/N=C/c1cc([N+](=O)[O-])ccc1OC(F)F	-3	5	-1	0	6	-1	i	1	-1
COc1ccc(OC(=O)c2ccc(OC)c(S(=O)(=O)N3CCOCC3)c2)cc1	1	10	-3	1	12	-3	i	0	4
CCOC(=O)C1=NN(N=O)C2(CC(=O)N(c3cc(C)cc(C)c3)C2=O)C1 (centres undefined)	-2	-3	-6	-3	-1	-4	i	0	-4
C[C@H](CO)N1C[C@H](C)[C@H](CN(C)C(=O)c2ccccc2F)Oc2ncc(Br)cc2C1=O	-1	0	2	0	6	-2	i	3	-3
CCCc1cc(C(=O)N2CCCC(C(=O)c3cc(C)c(OC)c(C)c3)C2)n(C)n1 (centres undefined)	-12	-3	8	0	12	-2	i	0	-4
COC(=O)C1=C(NC(=O)c2ccccc2[N+](=O)[O-])CCS1	29	-7	9	1	2	-3	i	2	0
NC(=O)c1nn(-c2ccccc2)nc1NC(=O)CN1CCCC1	-6	6	-5	-2	-11	-8	.	-2	-9
COc1ccc2[nH]c3c(c2c1)CCN1C(=O)C(CC(=O)NC/C=C(\C)CCC=C(C)C)C[C@H](C(=O)N(C(C)C)C(C)C)[C@@]31C (some centres undefined)	-5	4	4	-2	2	-2	i	-22	16
COC(=O)C1CCN(C(=O)COC(=O)/C=C/c2ccc(O)c(OC)c2)CC1	0	6	11	-1	-5	1	i	3	-5

Part of the list above in order of count of non-hydrogen atoms, largest number first:
SMILES	MLLE-PAM2 inh	eLon inh	CendR NRP1 mod	Rin1 Abl inh	SKN-1 block	bovine MsrA act	Neddylation inh	MT1-MMP act inh	FAS TE block
COc1ccccc1CN(Cc1cc2cc(C)ccc2[nH]c1=O)Cc1nnnn1CC1CCCO1 (centres undefined)	20	-5	8	0	-1	-4	i	-5	0
COc1ccc(OC(=O)c2ccc(OC)c(S(=O)(=O)N3CCOCC3)c2)cc1	1	10	-3	1	12	-3	i	0	4
CN(Cc1ccccc1)c1ncnc2c1cnn2-c1ccccc1	-8	6	-3	2	16	-1	i	1	8
CC(C)(C)NC(=O)CSc1nnc(C2CC2)n1-c1ccccc1	5	6	3	-2	-4	-2	i	1	-5
COC(=O)C1=C(NC(=O)c2ccccc2[N+](=O)[O-])CCS1	29	-7	9	1	2	-3	i	2	0

Assay outcomes as filed in PubChem.
